Compound activity: PubChem, National Center for Advancing Translational Sciences (NCATS)
SW480 rerep: induces DNA re-replication in SW480 colon adenocarcinoma cells; SW480 DNA re-replication, Hoechst DNA content imaging, 48 h; Potency, µM (doses to about 46.1 µM), for the others: top-dose re-replication activation, hits mostly activators; 340,000 tested, 1.8% active; further: potency means the concentration at half of the fitted maximal effect; % of control where 0% means no effect; nearly all actives have a fitted effect of over 55% in size
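DNA re-replication was detected as more nuclei of elevated Hoechst intensity after 48 hr exposure to compound (23 nL pinned per well of 250 cells).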
IL1B secr inh: blocks inflammasome-driven IL-1 beta release | THP-1 LPS/ATP IL-1B secretion, AlphaLISA, 16 h; active compounds read low | AID 743279 | 360,000 tested, 4.7% active | activity change, % at 57.5 µM; in the data active means activity change below about -50%; inconclusive means mostly about -30% to -49%; further: on the % scale 0 is the no-effect control and ±100 the full control effect
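Secreted IL-1B measured by AlphaLISA bead assay after 16 h compound exposure of THP-1 cells; compounds (final up to 57.5 uM) added 1 h before LPS (250 ng/mL) and ATP (1.25 mM) stimulation; lower signal means less secretion.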
KB-3-1 tox: KB-3-1 parental cell cytotoxicity | 400,000 tested, 1.4% active | KB-3-1 viability, CellTiter-Glo ATP luminescence, 72 h | Potency, µM (titrated, usually from 46.1 µM), without a hit: at the highest dose activity change, negative = cytotoxic, most hits filed as cytotoxic | AID 1347075; further: potency means the concentration at half of the fitted maximal effect; on the % scale 0 is the no-effect control and ±100 the full control effect; nearly all actives have a fitted effect of over 60% in size
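72 h, 37 °C compound treatment of KB-3-1 parental cells; CellTiter-Glo added, 10 min, luminescence read. Data corrected against DMSO-only plates and normalized before curve fitting.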
HepG2 viability: counter-screen for TGF-b inhibitors: cytotoxicity in HepG2 cells. Potency, µM (highest dose often 46.1 µM), for inactives: top-dose activity change, negative = cytotoxicity, usual class: cytotoxic. HepG2 CAGA-GFP viability, ATP luminescence, 18 h. 410,000 tested, 0.76% active; further: potency means the concentration at half of the fitted maximal effect; some results filed as inactive show a strong effect at the top dose
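HepG2 CAGA-GFP cells (1000/well, DMEM with 1% FBS) received compound, then TGF-beta at 500 pg/mL final, and were incubated 18 hours at 37 degrees C. Viability was read by CellTiter-Glo luminescence. Media-only wells were set as complete cell-killing and DMSO as no toxicity.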
HT1080 IDH1KD tx: kills HT-1080 cells with IDH1 knockdown; Potency, µM (top dose mostly 46.1 µM), without a hit: at the top dose activity, negative = toxicity, hits mostly cytotoxic; 360,000 tested, 2% active; HT-1080 IDH1 knockdown viability, ATP luminescence, 48 h; AID 686971;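 further: potency means the concentration at half of the fitted maximal effect; 0% = DMSO wells and -100% = cell-free medium wells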
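In this qHTS, HT-1080 cells depleted of IDH1 are exposed for 48 h at 37 °C to compound titrations. Toxicity is scored from CellTiter-Glo luminescence, with DMSO as full viability and medium alone as none.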
ATXN2 expr inh: inhibitors of ATXN2 expression; HEK-293 ATXN2-luciferase reporter, luminescence, 24 h; Potency, µM (titrated, usually from 57 µM), for inactives: at the highest dose activity change, negative = inhibition, most hits filed as inhibitors; 360,000 tested, 0.72% active; AID 1745845; further: potency means the concentration at half of the fitted maximal effect; on the % scale 0 is the no-effect control and ±100 the full control effect; nearly all actives have a fitted effect of over 55% in size
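qHTS (up to 57 uM final) was run with 24 h compound exposure of reporter cells at 37 °C. Each well was multiplexed: SteadyGlo luminescence measured ATXN2-luciferase expression after a fluorogenic Gly-Phe-AFC viability readout (25 uM final).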
ATXN viability: cell viability loss in ATXN counter-screen. Potency, µM (top dose mostly 56.7 µM), usual class: cytotoxic. S2 cells (HEK-293 line with an ATXN2-luciferase reporter) viability, CellTiter-Fluor protease fluorescence, 24 h. AID 651635. 400,000 tested, 0.49% active; further: potency means the concentration at half of the fitted maximal effect; nearly all actives have a fitted effect of over 40% in size
HT1080NT lethal: kills 2HG-producing HT-1080-NT fibrosarcoma cells; HT-1080-NT fibrosarcoma viability, CellTiter-Glo ATP luminescence, 48 h; Potency, µM (titrated, usually from 46.1 µM), inactives show at the top dose activity, negative = less viability, actives largely listed as cytotoxic; 360,000 tested, 1.6% active; AID 686970;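 further: NT is the 2HG producing partner of a matched IDH1 knockdown line; potency means the concentration at half of the fitted maximal effect; 0% = DMSO-treated cells and -100% = media-only wells without cells; nearly all actives have a fitted effect of over 55% in size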
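HT-1080-NT fibrosarcoma cells (2HG-overproducing), 750 cells/well in RPMI with 5% FBS, dosed after 2 h and incubated 48 h at 37C. CellTiter-Glo luminescence normalized to DMSO and no-cell wells; concentration-response curves fitted and classed.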
MCF10A rerep: DNA re-replication induction in MCF 10a cells; MCF 10A DNA re-replication, Hoechst nuclear intensity, 48 h; Potency, µM (series often up to 46.1 µM), for the others: at the highest dose activity, positive = re-replication, most hits filed as activators; 350,000 tested, 2.9% active; AID 624296; further: potency means the concentration at half of the fitted maximal effect; % of control where 0% means no effect; nearly all actives have a fitted effect of over 50% in size
Starred values were filed as active, the others as inactive; i = inactive; u = inconclusive; x = not tested or not shown; [ ] = remark or other dose. Unless noted, the call rests on the fitted dose curve; in most records, active means well fitted curve in the direction sought with a large enough effect; inconclusive means small, poorly fitted or top-dose-only effect, or another doubt; inactive means no such curve, though single readings can be large; an effect the other way counts as inactive or inconclusive.

1) CN(C)c1ccc(Sc2nnc(NC(=O)Nc3ccc(Cl)cc3Cl)s2)cc1
2) O=C(O)/C=C/S(=O)(=O)c1ccc2ccccc2c1
3) O=C(c1cccc(S(=O)(=O)N2CCOCC2)c1)N1CCCC(C(F)(F)F)C1 (configuration not stated)
4) CCCSc1nnc(NC(=O)CCc2ccccc2)s1
5) CCN1CCN(Cc2nc3c(c(=O)n(C)c(=O)n3C)n2CC(=O)c2ccccc2)CC1
6) CC1(C)COC(c2cccn2Cc2ccc(F)cc2Cl)=N1
7) CC(O)C(=O)N/N=C/c1cccc(Cl)c1Cl (configuration not stated)
8) Cc1nn(C(=O)CCC(=O)NCc2ccc(OC(C)C)cc2)c2ccccc12

Screen / compound no.,1,2,3,4,5,6,7,8
SW480 rerep,-3%,1%,-2%,-11%,13%,-3%,-7%,8%
IL1B secr inh,4,-29,9,48,18,-14,-9,0
KB-3-1 tox,u,5%,1%,4%,4%,2%,u,5%
HepG2 viability,6%,-3%,1%,-22%,-21%,-11%,4%,1%
HT1080 IDH1KD tx,16%,2%,-2%,0%,3%,-5%,7%,-8%
ATXN2 expr inh,-37%,11%,-3%,x,-23%,-2%,12%,7%
ATXN viability,u,i,i,i,i,i,i,i
HT1080NT lethal,3%,2%,0%,0%,5%,-1%,23%,-1%
MCF10A rerep,6%,-4%,7%,-7%,0%,u,6%,2%

9) O=C(Nc1cccc(C(F)(F)F)c1)C1CCCO1 (configuration not stated)
10) COc1ccccc1/C=C/C(=O)N1CCOCC1
11) O=C(O)C1=C[C@H](c2ccc(F)cc2)C[C@H](OCCCCO)O1
12) CCCn1c(=N)c(C(=O)NCC2CCCO2)cc2c(=O)n3cccc(C)c3nc21 (configuration not stated)
13) COc1cccc(NC(=O)CN(C)C(=O)c2cc3ccccc3cc2OC)c1
14) CSc1nc(N2CCCC2)c2c(c1C#N)CC(C)(C)OC2
15) Cc1c(C(=O)NCCSCc2ccc(F)cc2)cnn1-c1ccc(Cl)cc1
16) CCOC(=O)CCN(Cc1sccc1C)S(=O)(=O)c1ccc(F)cc1

Screen / compound no.,9,10,11,12,13,14,15,16
SW480 rerep,0%,-8%[9.22 µM],-5%,u,-22%,1%,56%,u
IL1B secr inh,4,14,-8,u,-4,9,x,-6
KB-3-1 tox,-10%,5%,-10%,21µM*,10%,-4%,-2%,2%
HepG2 viability,5%,-24%,2%,-35%,-17%,-1%,-17%,-2%
HT1080 IDH1KD tx,14%,0%,-2%,-3%,0%,4%,-1%,0%[9.24 µM]
ATXN2 expr inh,6%,2%,-9%,-26%,-27%,-6%,-19%,-5%
ATXN viability,i,i,i,x,i,i,i,i
HT1080NT lethal,15%,-5%,-1%,u,-4%[9.24 µM],-5%,-20%,-22%
MCF10A rerep,-1%,-2%,2%,12µM*,5%,3%,u,u

17) N#CCCn1cc(C(=O)Nc2ccc(C(=O)O)cc2)c(-c2cccc(Br)c2)n1
18) COc1ccc2c(c1)c(CC(=O)Nc1ccc(C)cc1)c(C)n2C(=O)c1ccc(Cl)cc1
19) NC(=O)CC(NC(=O)c1ccccc1)c1ccc(N2CCCCCCC2)c([N+](=O)[O-])c1 (configuration not stated)
20) COc1ccc(/C=N/OC(=O)Nc2ccccc2)cc1[N+](=O)[O-]
21) O=C(CSc1nc2scc(-c3ccccc3)c2c(=O)[nH]1)N1CCCCC1
22) CCn1cnc2c1c(=O)n(CC(=O)NN)c(=O)n2Cc1ccccc1
23) CN(C)C(=O)c1cc2c(c(-c3cccc(C4=CCCCC4)c3)n1)[C@@H](CCO)N(S(=O)C(C)(C)C)C2 (some centres not stated)
24) COc1ccc(N(CC(=O)NCc2ccccc2C)S(=O)(=O)c2ccccc2[N+](=O)[O-])c(OC)c1

Screen / compound no.,17,18,19,20,21,22,23,24
SW480 rerep,-2%,-7%,-1%,5%,1%,-4%,x,118%
IL1B secr inh,2,22,6,-23,-17,10,-19,-27
KB-3-1 tox,3%,u,0%,-5%,24%,-1%,0%,0%
HepG2 viability,10%,-8%,-22%,-1%,-1%,0%,-1%,-13%
HT1080 IDH1KD tx,7%,-17%,0%,6%,10%,0%,6%,0%
ATXN2 expr inh,7%,-11%,-7%,25%,3%,x,3%,2%
ATXN viability,i,i,i,i,i,x,i,i
HT1080NT lethal,0%,-12%,18%,1%,-5%,6%,8%,-5%
MCF10A rerep,u,u,u,7%,10%,u,x,-13%

Reformatted with bars between the fields: part of the list above
item | Molecule | SW480 rerep | IL1B secr inh | KB-3-1 tox | HepG2 viability | HT1080 IDH1KD tx | ATXN2 expr inh | ATXN viability | HT1080NT lethal | MCF10A rerep
22 | CCn1cnc2c1c(=O)n(CC(=O)NN)c(=O)n2Cc1ccccc1 | -4% | 10 | -1% | 0% | 0% | x | x | 6% | u
19 | NC(=O)CC(NC(=O)c1ccccc1)c1ccc(N2CCCCCCC2)c([N+](=O)[O-])c1 (configuration not stated) | -1% | 6 | 0% | -22% | 0% | -7% | i | 18% | u
20 | COc1ccc(/C=N/OC(=O)Nc2ccccc2)cc1[N+](=O)[O-] | 5% | -23 | -5% | -1% | 6% | 25% | i | 1% | 7%
18 | COc1ccc2c(c1)c(CC(=O)Nc1ccc(C)cc1)c(C)n2C(=O)c1ccc(Cl)cc1 | -7% | 22 | u | -8% | -17% | -11% | i | -12% | u
17 | N#CCCn1cc(C(=O)Nc2ccc(C(=O)O)cc2)c(-c2cccc(Br)c2)n1 | -2% | 2 | 3% | 10% | 7% | 7% | i | 0% | u

Following part
25) O=C(NCCc1ccc(Cl)cc1)c1ccc(Br)s1
26) COc1cccc2c1SCc1ccccc1C2CC(N)=O (configuration not stated)
27) COc1ccc(C2=NOC(C(=O)NCc3cccnc3)C2)cc1 (configuration not stated)
28) COCCCN(C(=S)Nc1cc(Cl)cc(Cl)c1)C(C)c1ccncc1 (configuration not stated)
29) CCOc1ccc(OCC(=O)Nc2ccccc2C(F)(F)F)cc1
30) Cc1ccc(Cn2cccc2/C=C2/C(=N)N3C=CSC3=NC2=O)cc1
31) O=C(c1cccc(Br)c1)N1CCN(c2cnn(-c3ccccc3)c(=O)c2Cl)CC1
32) O=C(/C=C/c1ccccc1)N1CCN(CCN2C(=O)c3cccc4cccc(c34)C2=O)CC1

Screen / compound no.,25,26,27,28,29,30,31,32
SW480 rerep,-6%,-7%,1%,-2%,9%,8%,-7%,-4%
IL1B secr inh,-29,11,30,-68*,1,24,21,-25
KB-3-1 tox,-10%,6%,-1%,-1%,-7%,2%,-18%,-19%
HepG2 viability,-3%,-18%,6%,4%,0%,-2%,-3%,-17%
HT1080 IDH1KD tx,13%,-5%,4%,-13%,3%,u,-16%,6%
ATXN2 expr inh,23%,15%,4%,-32%,2%,-13%,-6%,-21%
ATXN viability,i,i,i,i,i,u,i,i
HT1080NT lethal,10%,-8%,0%,0%,-5%,-25%,-10%,-4%
MCF10A rerep,11%,1%,2%,u,2%,14%,0%,8%

Individual results from above.
Entry for #32 in MCF10A rerep: 8%
Entry for #27 in IL1B secr inh: 30

Next records.
33) Cc1ccc(C)c(NC(=S)N(CCc2ccncc2)C(C)C)c1
34) CCNS(=O)(=O)c1ccc(S(=O)(=O)N(Cc2ccccn2)C2CCCCC2)cc1
35) C#CC[N+]1(CC#Cc2ccc(C)cc2)CCCCC1
36) Cn1ccnc1SCC(=O)c1ccc(Cl)cc1
37) CC(=O)NCCC(=O)Nc1cc(S(=O)(=O)N2CCOCC2)ccc1N1CCCC1
38) CN1CCc2c(sc3c2C(=O)NC(c2ccccn2)N3)C1 (configuration not stated)
39) O=S(=O)(c1ccc(Br)s1)N1CCN(Cc2ccc3c(c2)OCO3)CC1
40) CC1CC(C)CN(c2oc(-c3ccco3)nc2C#N)C1 (configuration not stated)

Screen / compound no.,33,34,35,36,37,38,39,40
SW480 rerep,-1%,-1%,5%,8%[1.84 µM],-5%,3%,-2%[9.22 µM],1%
IL1B secr inh,27,-10,15,-5,3,u,15,-20
KB-3-1 tox,5%,-18%,u,14%,-4%,1%,-8%,1%
HepG2 viability,-10%,-24%,3%,-1%,-2%,-1%,8%,-12%
HT1080 IDH1KD tx,12%,-3%,-19%,4%,6%,1%,3%,-6%
ATXN2 expr inh,1%,4%,-30%[11.3 µM],0%,-1%,17%,0%,-11%
ATXN viability,i,i,i,i,i,i,i,i
HT1080NT lethal,u,2%,u,6%,-9%,3%,-1%,-1%
MCF10A rerep,2%,-1%,18%,u,-2%,0%,u,u

41) Fc1ccccc1NC(=S)N1CCN(Cc2ccccc2)CC1
42) O=C1N=C(N2CCN(c3ccccc3)CC2)S/C1=C\c1ccco1
43) NC(=O)CSc1nc2scc(-c3ccco3)c2c(=O)n1-c1ccccc1
44) COc1ccc(Br)cc1CNC(=O)CCC(=O)n1nc(C)c2ccccc21
45) O=C(O)c1ccccc1C(=O)c1cccc2c(Br)cccc12
46) Cc1nn2c(-c3ccccc3)ccnc2c1-c1ccccc1
47) O=C(Nc1nc2c(F)cc(F)cc2s1)C1CCN(C(=O)c2ccc(F)cc2)CC1

Screen / compound no.,41,42,43,44,45,46,47
SW480 rerep,1%,-8%,1%,9%,4%,19%,-28%
IL1B secr inh,-6,-27,-17,12,17,u,10
KB-3-1 tox,0%,22%,6%,9%,2%,-26%,-8%
HepG2 viability,4%,-3%,-1%,13%,16%,-23%,-4%
HT1080 IDH1KD tx,11%,-2%,-3%,2%,0%,4%,8%
ATXN2 expr inh,8%,8%,75%[activator],4%,-5%,0%,15%
ATXN viability,i,i,i,i,i,u,i
HT1080NT lethal,9%,-5%,-3%,1%,-5%,9%,7%
MCF10A rerep,-2%,1%,0%,6%,10%,u,-8%
